XIAP displacement: XIAP antagonists, biochemical, IAP family, fluorescence polarization (AID 1018); displacement, % at 20 µM; hits with a dose series show IC50 in µM; actives 0.007% (n = 200,000); XIAP BIR domain, fluorescence polarization peptide displacement; higher % means a stronger effect; in the data active means displacement above about 50%; further: a part of the inactive calls stands beside numbers as strong as those of hits
TNAP activation fold: human TNAP enzyme activators, primary screen, biochemical, luminescent, no phosphate acceptor, uHTS (AID 1001). purified TNAP, luminescent activation assay, no phosphate acceptor; higher activation fold means a stronger effect. activation fold at 20 µM, or EC50 in µM where a hit was titrated. actives 0.03% (n = 200,000); in the data active means activation fold from about 3, or a potency from the dose series; inactive means the rest, 99 in 100 with activation fold below about 1.6; further: many of its hits are not listed in these tables
Lipid droplet: modulators of hepatic lipid droplet formation; AML12 mouse hepatocytes, oleate lipid droplets, BODIPY imaging; inhibition, % at 6.5 µM; actives 0.4% (n = 240,000);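 active means lipid droplet intensity inhibited by at least 50%, with more than 500 cells counted; inconclusive means wells with under 300 cells, treated as cytotoxic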
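Assay system: AML12 mouse liver cells | Compound dosing: One dose, 6.5 µM compound | Read-out basis: Droplet intensity reduction, % inhibition | Measured by: Fluorescence imaging, 20x objective, two fields per well | Schedule: Overnight treatment with compound plus oleate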
K1F lysis inhibition: inhibition of K1F phage lysis, E. coli UTI89, bacterial capsule biogenesis inhibitors, alamar blue (AID 488966) | E. coli UTI89 K1F phage lysis, alamar blue, 2 h; higher % means a stronger effect | one-dose inhibition, % at 100 µM; IC50 in µM for titrated hits | actives 0.02% (n = 340,000);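 active means phage lysis inhibition, versus mean bacterial control, above a set limit; inconclusive means no clear call, values can overlap the other calls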;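 further: capsule biogenesis inhibitors block K1F phage lysis so surviving cells raise fluorescence; higher fluorescence means more inhibition of phage lysis; actives were called in the ten point dose series up to 300 µM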
M1AAP inhibition: malaria alanyl aminopeptidase activity blockers – biochemical, fluorogenic H-Leu-NHMec substrate, 1536-well (AID 1445). recombinant M1AAP, H-Leu-NHMec fluorogenic kinetic assay; higher % means a stronger effect. inhibition, % at 30 µM, or IC50 in µM where a hit was titrated. actives 0.42% (n = 220,000);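 active means primary inhibition above the hit cutoff, then over 50% inhibition at one or more dose response concentrations, cut at about 23% in these data, passing the limit was not always enough; inconclusive means conflicting primary data, or primary hits not chosen for dose response; inactive means low primary inhibition, or under 50% at every dose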;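 further: plate controls were DMSO full reaction for no effect and no enzyme background for full effect; strong numbers were not always called active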
P. falciparum M17LAP: P. falciparum M17LAP inhibitors, primary screen, biochemical, fluorogenic H-Leu-NHMec substrate, 1536-well (AID 1619) | actives 0.38% (n = 220,000) | recombinant M17LAP, H-Leu-NHMec fluorogenic kinetic assay; higher % means a stronger effect | inhibition, % at 30 µM; hits with a dose series show IC50 in µM;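 active means compound inhibiting the enzyme by more than half at any dose during confirmatory dose-response retesting; inconclusive means strong single-dose inhibitors picked by rank but not retested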;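 further: plate controls were full reaction with DMSO carrier for no effect and no enzyme background for full effect; strong numbers were not always called active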
Siah-1 displacement: Siah-1 peptide-binding antagonists, primary screen, biochemical, fluorescence polarization, rhodamine-plectin, uHTS (AID 1817) | actives 0.02% (n = 290,000) | Siah-1 / rhodamine-plectin peptide fluorescence polarization; higher % means a stronger effect | one-dose displacement, % at 20 µM; IC50 in µM for titrated hits;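 active means displacement of at least 50% at 20 µM, with a fluorescence ratio check between 0.3 and a set limit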;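 further: plate controls were Siah plus tracer with DMSO for no effect and tracer alone without Siah for full effect; strong numbers were not always called active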
human PMI inhibition: MPI enzyme activity inhibition – biochemical, fluorescence intensity, coupled assay, primary screen (AID 1209); actives 0.42% (n = 190,000); inhibition, % at 20 µM, or IC50 in µM where a hit was titrated; purified PMI enzyme, coupled fluorescence intensity; higher % means a stronger effect;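 further: plate controls were DMSO vehicle for no effect and wells lacking substrate for full effect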
human PMI inhibitors: MPI inhibition at elevated mannose 6-phosphate – biochemical, fluorescence intensity, high mannose 6-phosphate, primary screen (AID 1220). recombinant PMI enzyme, coupled fluorescence intensity; higher % means a stronger effect. inhibition, % at 20 µM, or IC50 in µM where a hit was titrated. actives 0.66% (n = 190,000)
Lipid droplet cells 6.5 µM: further read-out of Lipid droplet, marked with its call; cell count; measured here: cell count, cytotoxicity flag;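 cells counted across two imaged fields per well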
An asterisk follows results filed as active; i = inactive; ? = inconclusive; / = no result given; [ ] = dose if it differs, or a comment. Unless noted, no stated cut-off is given here; in the data, active means inhibition above about 50%; inactive means the rest.

Start of the listing, in advance:
item	Structure	human PMI inhibitors	XIAP displacement	K1F lysis inhibition	P. falciparum M17LAP	M1AAP inhibition	Lipid droplet	TNAP activation fold	Siah-1 displacement	human PMI inhibition	Lipid droplet cells 6.5 µM
1	Cc1cccc(N(C(=O)c2ccc(CN3CCOCC3)o2)C(C(=O)NC(C)(C)C)c2ccc(F)cc2)c1 (stereo not given)	2.2%	-6.7%	-0.1%	0.6%	-3.9%	-24.9	1.1	2.6%	-0.9%	764
2	COCC(=O)n1nc(-c2ccccc2)nc1NCc1ccc(F)cc1	5.4%	-0.2%	0.2%	16.3%	0.7%	/	0.7	-0.4%	1.1%	/
3	CCOC(=O)c1c(NC(=O)CSc2nnc(-c3ccco3)o2)sc(C(C)=O)c1C	0.0%	-21.9%	0.7%	13.8%	6.6%	-16.4	1.1	5.5%	8.8%	771
4	CC(=O)/C(=N/Nc1cccc(Cl)c1)Sc1nnc(C(O)c2ccccc2)n1-c1ccccc1 (stereo not given)	2.0%	-4.0%	0.3%	-1.6%	1.3%	35.3	1	-2.6%	5.7%	662
5	O=C(O)c1cccc(Nc2nc(-c3cccnc3)nc3ccccc23)c1	-27.6%	-9.5%	-1.8%	38.6%	79.2µM*	10.8	1.1	5.4%	-28.3%	640
6	S=C(NC12CC3CC(CC(C3)C1)C2)N1CCOCC1	-3.7%	-3.3%	0.0%	/	/	-1.1	1	-0.1%	-3.4%	674
7	O=C1C(=C2CCCCC2)SC(=S)N1Cc1ccco1	-67.5%	1.0%	-8.5%	22.7%	7.6%	/	1.4	0.8%	-55.7%	/
8	O=C(O)c1ccccc1NS(=O)(=O)c1ccc(NNC(=S)Nc2ccc(OC(F)F)cc2)c([N+](=O)[O-])c1	46.0%	0.4%	-0.6%	5.33µM*	17.3µM*	-2.2	0.6	-0.3%	38.8%	719

Results, previewed entries included:
item	Structure	human PMI inhibitors	XIAP displacement	K1F lysis inhibition	P. falciparum M17LAP	M1AAP inhibition	Lipid droplet	TNAP activation fold	Siah-1 displacement	human PMI inhibition	Lipid droplet cells 6.5 µM
1	Cc1cccc(N(C(=O)c2ccc(CN3CCOCC3)o2)C(C(=O)NC(C)(C)C)c2ccc(F)cc2)c1 (stereo not given)	2.2%	-6.7%	-0.1%	0.6%	-3.9%	-24.9	1.1	2.6%	-0.9%	764
2	COCC(=O)n1nc(-c2ccccc2)nc1NCc1ccc(F)cc1	5.4%	-0.2%	0.2%	16.3%	0.7%	/	0.7	-0.4%	1.1%	/
3	CCOC(=O)c1c(NC(=O)CSc2nnc(-c3ccco3)o2)sc(C(C)=O)c1C	0.0%	-21.9%	0.7%	13.8%	6.6%	-16.4	1.1	5.5%	8.8%	771
4	CC(=O)/C(=N/Nc1cccc(Cl)c1)Sc1nnc(C(O)c2ccccc2)n1-c1ccccc1 (stereo not given)	2.0%	-4.0%	0.3%	-1.6%	1.3%	35.3	1	-2.6%	5.7%	662
5	O=C(O)c1cccc(Nc2nc(-c3cccnc3)nc3ccccc23)c1	-27.6%	-9.5%	-1.8%	38.6%	79.2µM*	10.8	1.1	5.4%	-28.3%	640
6	S=C(NC12CC3CC(CC(C3)C1)C2)N1CCOCC1	-3.7%	-3.3%	0.0%	/	/	-1.1	1	-0.1%	-3.4%	674
7	O=C1C(=C2CCCCC2)SC(=S)N1Cc1ccco1	-67.5%	1.0%	-8.5%	22.7%	7.6%	/	1.4	0.8%	-55.7%	/
8	O=C(O)c1ccccc1NS(=O)(=O)c1ccc(NNC(=S)Nc2ccc(OC(F)F)cc2)c([N+](=O)[O-])c1	46.0%	0.4%	-0.6%	5.33µM*	17.3µM*	-2.2	0.6	-0.3%	38.8%	719
9	CCOc1cc(-c2nnc(-c3ccco3)o2)cc(OCC)c1OCC	4.2%	-11.7%	1.6%	-1.7%	7.1%	21.3	1	-4.1%	1.6%	718
10	Cc1ccc(CN2C(=O)c3ccccc3NC23CCN(Cc2ccccc2)CC3)cc1	9.5%	-9.7%	?	-4.1%	-3.9%	1.1	1.3	1.3%	11.3%	682
11	CC(=O)CC(=O)Nc1ccc(Nc2ccccc2)cc1	7.5%	-2.7%	-0.1%[50 µM]	5.7%	2.1%	-3.0	1.1	3.8%	0.3%	587
12	CSc1ncccc1C(=O)OCC(=O)c1ccccc1Br	-3.8%	-0.5%	0.1%	-0.4%	-3.3%	-10.5	1.1	3.5%	-10.5%	701
13	CC(C)c1cc(NC(=O)C(C)(C)C)cc(C(C)C)c1O	5.9%	-2.3%	-0.8%	8.1%	13.6%	0.4	1.1	0.7%	20.5%	741
14	CCOC(=O)c1sc2nc(C)nc(SCC(=O)N(CC)C3CCS(=O)(=O)C3)c2c1C (stereo not given)	5.7%	0.2%	0.2%	0.0%	1.2%	-10.8	1.1	7.4%	2.7%	666
15	CCOCCCN1C(=O)CN(C2CCC(C)CC2)C(=O)C1c1ccc(C)cc1 (stereo not given)	-12.4%	-10.2%	0.9%	10.5%	-0.7%	-14.7	1	-3.8%	-11.9%	681
16	O=C1C2C3C=CC(C3)C2C(=O)N1CCC(=O)N1CCc2ccccc21 (stereo not given)	4.5%	-11.5%	-0.1%	5.0%	5.0%	8.1	1	-5.8%	-2.9%	730
17	CCOC(=O)Cc1csc(NS(=O)(=O)Cc2ccccc2)n1	-2.9%	-0.1%	0.2%	17.1%	-1.4%	16.1	1.1	0.5%	-0.8%	800
18	CC(=O)c1oc2ccccc2c1NC(=O)CCCN1C(=O)c2ccccc2C1=O	6.6%	-6.0%	-0.5%	-5.8%	-0.9%	/	1.1	-3.4%	1.0%	/
19	O=C(NCc1ccc(F)cc1)Nc1ccc(Cl)cc1	0.6%	-13.4%	0.1%	5.2%	3.2%	-0.8	1	-0.4%	5.2%	701
20	CC(C)(C)c1cc(C(C)(C)C)n(-c2ccccc2)n1	5.6%	-9.5%	1.7%	-3.8%	3.8%	-10.9	1	-5.0%	-9.7%	617
21	CCOC(=O)c1cn(CC(=O)Nc2ccc(CC)cc2)nn1	3.2%	-6.7%	0.4%	8.9%	0.1%	/	1.1	4.1%	5.2%	/
22	CC(C)(C)OC(=O)N1CCC(C(=O)N2CCOCC2)CC1	-7.2%	-3.4%	1.3%	13.0%	-0.4%	/	1	3.5%	-9.7%	/
23	COc1cccc(CNC(=O)C(CCSC)NS(=O)(=O)c2ccc3c(c2)oc(=O)n3C)c1 (stereo not given)	9.9%	-3.1%	0.2%	-7.0%	1.5%	15.4	1.2	1.2%	12.9%	734
24	CN1C(=O)C2(c3ccccc31)c1c(oc3ccccc3c1=O)C(=O)N2CCCO (stereo not given)	/	/	-0.8%	22.1%	-1.0%	7.5	/	0.5%	/	692
25	COc1cccc(-c2ccc(SCC(=O)N3CCOCC3)nn2)c1	-5.2%	-4.0%	2.0%	-3.7%	-1.3%	-0.1	1.1	2.9%	-5.5%	691
26	O=C(C1CCCN1S(=O)(=O)c1cccc2nsnc12)N1CCCCCC1 (stereo not given)	/	/	0.0%	-0.4%	2.4%	-13.0	/	3.0%	/	755
27	COc1cc(OC)c2c(=O)cc(-c3cccnc3)oc2c1	/	/	0.2%	11.6%	9.0%	11.6	/	1.4%	/	698
28	Oc1ccc(/C=N/N2CCN(C3c4ccccc4-c4ccccc43)CC2)cc1O	/	/	0.9%	6.5%	8.7%	1.6	/	-1.0%	/	615
29	O=C(CSc1ccc(C(F)(F)F)cc1[N+](=O)[O-])Nc1ccc2ccccc2c1	10.8%	-6.2%	4.3%	12.3%	0.2%	15.9	1.1	12.0%	-3.4%	683
30	COc1ccc(CNC(=O)CSc2nnc(C)n2-c2ccc(F)cc2)cc1	-2.1%	-1.3%	0.0%	-6.4%	0.4%	2.3	1	2.3%	-2.0%	757

The results go on:
item	Structure	human PMI inhibitors	XIAP displacement	K1F lysis inhibition	P. falciparum M17LAP	M1AAP inhibition	Lipid droplet	TNAP activation fold	Siah-1 displacement	human PMI inhibition	Lipid droplet cells 6.5 µM
31	CCOC(=O)c1cc2c(ccn2-c2ccc(F)cc2)n1CC(=O)N1CCN(C(=O)c2ccco2)CC1	10.6%	-2.4%	3.8%	-12.8%	4.5%	/	1.1	-0.3%	-2.0%	/
32	COc1cc(OC)c2c(-c3ccccc3)cc(=O)oc2c1C(CC(=O)N1CCN(c2ccccc2)CC1)c1ccc2c(c1)OCO2 (stereo not given)	/	/	/	-1.2%	5.2%	-23.9	/	31.7%	/	745
33	CCOC(=O)c1c(NC(=S)Nc2ccccc2)sc2c1CCN(CCc1ccccc1)C2	-36.0%	-7.4%	/	3.8%	?	/	1	0.5%	-19.2%	/
34	Fc1ccc(C2=CSC3=NCCN23)cc1	-10.2%	-3.2%	0.4%	-3.3%	7.0%	-3.7	1	-2.3%	-17.7%	616
35	N#Cc1ccc(C23CC4(C2)[C@H](CN(P(=O)(c2ccccc2)c2ccccc2)[C@@H]4c2ccccc2)C3c2ccc(Cl)nc2)cc1 (stereo not given in full)	/	/	2.4%	-5.3%	4.3%	34.2	/	4.4%	/	688
36	Cc1ccc(-c2cc(C(=O)Nc3cc(C)on3)c3ccccc3n2)cc1	-10.4%	-5.6%	-2.8%	-5.6%	-2.6%	-1.7	1	3.1%	-10.7%	623
37	Cc1cc(-c2csc(NC(=O)c3ccc(C#N)cc3)n2)c(C)n1Cc1ccccc1	21.0%	-1.6%	6.4%	-2.9%	-3.3%	-25.4	1.1	1.5%	23.6%	694
38	CCCCCn1c(Sc2nc3ccccc3s2)nc2c1c(=O)[nH]c(=O)n2C	7.2%	-9.0%	0.1%	-7.8%	0.8%	/	1	3.2%	9.0%	/
39	CCCCc1cc(=O)oc2c(CN(CC)CC)c(O)c(Cl)cc12	-3.7%	-8.0%	-0.3%	i	41.6µM*	3.7	1.1	-1.4%	-6.6%	730
40	COCCn1c(SCC(=O)NC(=O)NC(C)C)nc2ccccc21	1.2%	0.5%	0.1%	-5.6%	-1.9%	/	1	1.0%	1.7%	/
41	CN1C(=O)C2(C(C#N)=C(N)N(c3cc(Cl)cc(Cl)c3)C3=C2C(=O)CCC3)c2ccccc21 (stereo not given)	-4.5%	-1.1%	0.9%	2.5%	12.2%	-16.6	1.1	6.0%	-2.9%	762
42	Cc1nc(CCNC(=O)Cc2ccc(Cl)cc2)cs1	18.9%	3.1%	-3.0%	9.6%	1.1%	-4.4	1.1	3.2%	15.4%	655
43	CC(C)CCCNc1nc(N2CCOCC2)nc(N2CCOCC2)n1	5.5%	-8.2%	-0.1%	5.6%	2.6%	1.5	0.9	-0.4%	3.3%	675

Source: PubChem BioAssay (several laboratories)
